# Assay outcomes (PubChem BioAssay)
# CAL PDZ FP = untagged CAL PDZ binding inhibitors, primary screen, biochemical, fluorescence polarization, HTS; purified CAL PDZ, TMR-peptide fluorescence polarization, 1 h; inhibition, % at 24.9 µM; actives 0.92% (n = 300,000); AID 602252, 2012;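 active = mean inhibition of at least 30% with at least half of replicates also reaching 30%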;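 note: 0% = DMSO neutral control and 100% = excess unlabeled competitor peptide PRC23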
# RTF Ca sens inh = cardiac RTF calcium sensitivity inhibitors, primary screen, biochemical, IANBD-TnC fluorescence, EC70 calcium; Troponin I, cardiac muscle (Homo sapiens) + Troponin T, cardiac muscle (Homo sapiens) + …; IANBD-labeled cardiac RTF, Ca2+ fluorescence; inhibition, % at 7.15 µM; actives 0.12% (n = 340,000); AID 493244, 2011;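 active = inhibition above the mean inhibition of all tested compounds plus 3 SD, cut at about 17% in these data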;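 note: assay run at fixed EC70 calcium of 1.6 mM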
# OPRM1-OPRD1 inv = inverse agonists of MOR-DOR heterodimerization, primary screen, cell-based, luminescence; cell-based MOR-DOR heterodimer luminescence, inverse agonism; AID 504357, 2011; inhibition, % at 9.3 µM; actives 0.21% (n = 340,000); Mu-type opioid receptor (Homo sapiens) + Delta-type opioid receptor (Homo sapiens), …; in the data active = inhibition above about 22%, passing the limit was not always enough;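 note: 0% = cells with DMSO and 100% = wells without cells with DMSO; values of inactives mirror those of a sister screen read the other way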
# HTR5A inv ag = HTR5A inverse agonists in luminescence cell assay, primary screen, counter-screen for OPRM1-OPRD1 heterodimer inverse agonist project, full-deck HTS | actives 0.083% (n = 340,000) | inhibition, % at 9.3 µM | HTR5A cell line, inverse agonism | AID 504634, 2011; in the data active = inhibition mostly above about 23%, no sharp cut-off; inactive = mostly below about 18%;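 note: 0% = cells with DMSO and 100% = no-cell wells with DMSO; some compounds called inactive have numbers as strong as hits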
# Target sequence (P47898 whole entry, looked up): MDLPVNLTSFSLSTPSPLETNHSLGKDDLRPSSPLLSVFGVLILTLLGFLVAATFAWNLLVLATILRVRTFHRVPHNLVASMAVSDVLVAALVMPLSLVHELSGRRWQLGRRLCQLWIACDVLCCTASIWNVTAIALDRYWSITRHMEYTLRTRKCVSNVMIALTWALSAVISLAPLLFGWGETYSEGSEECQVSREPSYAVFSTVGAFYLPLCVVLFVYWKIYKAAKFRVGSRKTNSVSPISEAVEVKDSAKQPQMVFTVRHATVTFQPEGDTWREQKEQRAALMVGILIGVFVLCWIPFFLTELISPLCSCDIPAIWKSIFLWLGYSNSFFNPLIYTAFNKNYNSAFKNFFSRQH
# MOR-DOR ag = agonists of OPRM1-OPRD1 heterodimerization, primary screen, cell-based, luminescence; cells; activation, % at 9.3 µM; actives 0.3% (n = 340,000); AID 504326, 2011; Mu-type opioid receptor (Homo sapiens) + Delta-type opioid receptor (Homo sapiens), …; in the data active = activation above about 18%;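 note: 0% = vehicle-treated cells and 100% = reference agonist; values of inactives mirror those of a sister screen read the other way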
# Keap1-Nrf2 PPI = Keap1-Nrf2 protein-protein interaction inhibitors, primary screen, biochemical, fluorescence polarization, single point; Kelch-like ECH-associated protein 1 (Homo sapiens), Q14145; Keap1 Kelch-Nrf2 peptide fluorescence polarization, 1536-well; inhibition, % at 9.4 µM; actives 0.15% (n = 340,000); AID 504523, 2011; in the data active = inhibition above about 12%;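 note: human Keap1 Kelch domain with fluorescein labeled Nrf2 9mer peptide probe; 0% = neutral control wells and 100% = peptide positive control; higher means more block of Keap1 binding to Nrf2 peptide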
# Target sequence (Q14145 whole entry, looked up, the tested form may be a part): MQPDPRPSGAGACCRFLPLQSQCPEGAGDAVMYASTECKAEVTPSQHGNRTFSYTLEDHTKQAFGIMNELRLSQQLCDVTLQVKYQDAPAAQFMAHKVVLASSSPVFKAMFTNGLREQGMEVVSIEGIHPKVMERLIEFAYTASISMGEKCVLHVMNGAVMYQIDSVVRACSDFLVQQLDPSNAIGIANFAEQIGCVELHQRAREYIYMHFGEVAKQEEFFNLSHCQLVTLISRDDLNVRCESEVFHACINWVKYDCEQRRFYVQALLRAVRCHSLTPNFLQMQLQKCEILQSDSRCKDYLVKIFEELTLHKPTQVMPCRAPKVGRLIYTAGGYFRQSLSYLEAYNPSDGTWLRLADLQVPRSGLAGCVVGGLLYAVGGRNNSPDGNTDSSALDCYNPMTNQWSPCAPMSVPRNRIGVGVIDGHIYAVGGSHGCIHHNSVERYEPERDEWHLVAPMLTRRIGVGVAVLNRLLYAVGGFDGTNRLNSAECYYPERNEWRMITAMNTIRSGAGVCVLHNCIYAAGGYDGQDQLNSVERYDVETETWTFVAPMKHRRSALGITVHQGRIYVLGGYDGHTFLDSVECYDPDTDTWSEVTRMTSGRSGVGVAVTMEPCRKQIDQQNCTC
# cardiac RTF act = cardiac RTF calcium sensitivity activators, primary screen, biochemical, IANBD-TnC fluorescence, EC20 calcium; Troponin I, cardiac muscle (Homo sapiens) + Troponin T, cardiac muscle (Homo sapiens) + …; IANBD-labeled TnC RTF fluorescence at EC20 calcium; 0% EC20 calcium, 100% full calcium; activation, % at 7.2 µM; actives 0.24% (n = 340,000); AID 493008, 2010;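 active = activation above the mean over all tested compounds plus 3 SD, cut at about 30% in these data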;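 note: rise in fluorescence read as greater calcium sensitivity of cardiac thin filaments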
# HTR5A ag ctr = HTR5A agonists in luminescence cell assay, primary screen, counter-screen for OPRM1-OPRD1 heterodimer agonist project, full-deck HTS. actives 0.61% (n = 340,000). cell-based. 5-hydroxytryptamine receptor 5A (Homo sapiens), P47898. activation, % at 9.3 µM; in the data active = activation mostly above about 9.5%, no sharp cut-off; inactive = mostly below about 7.6%;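 note: 0% = cells with vehicle only and 100% = reference agonist; strong numbers were not always called active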
# C-LANA FP = inhibitors of KSHV C-LANA binding to DNA, primary screen, biochemical, fluorescence polarization, FAM-LBS DNA, MBP-C-LANA, single point. Kaposi's sarcoma herpesvirus LANA C-terminal domain (residues 932-1162) DNA binding. inhibition, % at 9 µM. actives 0.078% (n = 340,000). AID 504423, 2011;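 active = highest replicate inhibition at or above 60% at 9 µM, even if other replicates fall short; inactive = all replicates below 60% inhibition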;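 note: 0% = neutral control wells and 100% = 4 µM acridine orange control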
# V-ATPase pHluor = regulators of yeast V-ATPase proton pumping, primary screen, pHLuorin cytosolic pH fluorescence; S. cerevisiae; response, % at 10 µM; actives 0.37% (n = 350,000); AID 504577, 2011; in the data active = response mostly above about 7.3%, no sharp cut-off; inactive = mostly below about 5.4%; note: actives read high; inactives centre near 0; some compounds called inactive have numbers as strong as hits; reference of the scale not given here
# * marks the source's active call; other numbers are inactive results; nt = no result given. Random draw from the library. Share with any hit: about 2.8%.
no.	molecule	CAL PDZ FP	RTF Ca sens inh	OPRM1-OPRD1 inv	HTR5A inv ag	MOR-DOR ag	Keap1-Nrf2 PPI	cardiac RTF act	HTR5A ag ctr	C-LANA FP	V-ATPase pHluor
1	Cc1cccc(NC(=O)C2CCCC2)c1	1	6	2	-1	-0.5	-1	4	-1	-1.8	-2
2	O=C(O)c1cc2cc(S(=O)(=O)O)ccc2cc1O	-4	4	16	7	-3.2	0	-5	-2	-0.3	-2
3	Oc1ccc(Nc2nc(-c3ccc(O)cc3)cs2)cc1	-5	-2	-11	6	2.0	-1	6	8	-0.2	-1
4	COc1ccc(C(=O)NNC(=O)CSc2nnc(COc3ccccc3OC)n2C)cc1	2	3	-22	10	4.2	-3	4	-3	0.3	2
5	CC(=O)N1CCC(N(C(=O)Nc2c(F)cccc2F)C(C)C)CC1	nt	-9	6	9	-1.1	-3	0	-3	-0.5	2
6	O=C(CCC(=O)N1CCOc2ccccc21)NCCCc1ccccc1	nt	-2	11	-45	-1.8	1	1	15	0.5	-1
7	S=c1nc2ccccc2c2nc(-c3ccccc3Br)[nH]n12	-11	-6	13	-6	-2.9	0	3	2	-0.1	1
8	O=C(Nc1ccc(C(F)(F)F)cc1)c1ccccc1-n1cnnn1	-7	4	6	-22	-1.4	1	-8	9	0.8	-4
9	CCOc1ccc(S(=O)(=O)NCCC(=O)NCCCSc2ccccc2)cc1	-3	-1	3	29	-0.4	2	-6	-11	0.2	-2
10	S=C(Nc1ccccc1)Nn1cnnc1	-4	2	12	-24	-2.3	-5	5	7	-1.0	-2
11	Clc1ccc(-c2nc3ncccn3c2Nc2ccc3c(c2)OCCO3)cc1	-1	1	16	-26	-2.6	-3	0	1	-0.3	7
12	CC(C)(C)n1nnnc1C(c1cccnc1)N(Cc1ccccc1)Cc1cccs1 (configuration not stated)	0	-16	-8	-20	1.3	-4	-8	0	1.1	-3
13	CC(=O)N1CCCc2cc(S(=O)(=O)CCC(=O)N3CCN(c4ccccc4)CC3)ccc21	nt	-10	5	-13	-0.9	-4	0	5	1.1	-1
14	C=CCn1c(COc2ccccc2)nnc1SCC(=O)N/N=C/c1cc(Cl)ccc1O	nt	2	6	-16	-1.4	2	3	6	0.2	-4
15	CCCc1nnc(NC(=O)CCC(=O)N2CCC(Cc3ccccc3)CC2)s1	-4	4	10	-10	-1.8	-4	-4	-1	-0.2	-2
16	CC(C)Nc1nc(NC(C)(C)C)nc(Oc2ccc(=O)n(C)n2)n1	-3	8	8	-13	-1.6	-2	8	5	2.3	3
17	O=C(NCc1cccnc1)c1ccc(CN2CCc3ccccc3C2)cc1	-1	-13	7	-5	-1.2	3	5	-1	0.6	2
18	CC(NC(=S)NC(=O)c1cccs1)c1ccccc1 (configuration not stated)	-4	2	-23	-1	4.5	-2	-3	0	-3.9	-2
19	CCn1c(C)cc(/C=C2/NC(=O)N(Cc3ccccc3F)C2=O)c1C	2	-7	18	4	-3.6	1	0	-1	-0.2	2
20	CCOC(=O)c1sc(NC(=O)CN2CC(C)OC(C)C2)nc1C (configuration not stated)	12	-1	6	13	-1.2	-7	8	-4	1.1	-3
21	CCn1c(SC)nnc1-c1sc2cc(Cl)ccc2c1Cl	-4	-16	-1	7	0.2	0	-1	-2	-0.1	0
22	CC(OC(=O)c1ccc2c(=O)n3c(nc2c1)CCC3)C(=O)NC1CCCCC1C (configuration not stated)	4	9	6	18	-1.2	-6	0	1	-0.6	-1
23	CN(C)CCCNC(=S)N(CCN(C)C)Cc1cc2cc3c(cc2[nH]c1=O)OCCO3	-2	-5	6	-1	-1.4	-5	8	0	-4.8	1
24	O=C(CSc1nc(O)c(C2CCCCC2)c(=O)[nH]1)Nc1ccc(F)cc1	-3	-5	12	8	-1.7	1	-3	-1	0.8	2
25	O=C(COc1ccccc1Cl)Nc1cccnc1	-1	-2	14	18	-3.1	-1	-2	-7	0.9	-2
26	Cc1cccc(Nc2n[nH]c(=S)s2)c1C	-4	-4	10	16	-1.7	2	-5	-4	1.8	8
27	Cc1cc2n(n1)C(c1ccccc1)CC(c1ccc(Br)cc1)=N2 (configuration not stated)	-7	-14	-30	-12	5.6	3	0	7	4.2	-2
28	O=C(NCCCN1CCOCC1)c1ccc(Sc2ccccc2Cl)c([N+](=O)[O-])c1	-3	-1	0	-8	0.1	1	0	3	3.1	-2
29	Cc1cc(=O)oc2cc(OC(C)C(=O)Nc3nccs3)ccc12 (configuration not stated)	-5	-1	15	6	-2.9	-1	1	-2	-1.0	5
30	CNC(=O)CN1C(=O)c2ccccc2S1(=O)=O	-1	-4	15	1	-2.9	0	-3	0	0.4	-4
31	COc1ccc(N2CCN(C(=O)c3ccc(COc4ccc5c(C)cc(=O)oc5c4)cc3)CC2)cc1	0	-13	8	14	-1.5	0	-1	-5	-1.1	-2
32	CC(C)OC(=O)C1=C2SCC(=O)N2C(N)=C(C#N)C1	-5	-7	7	14	-1.1	-6	4	3	-2.2	-4
33	O=C(COc1ccc2ccc(=O)oc2c1)NCCCN1CCCC1=O	nt	-7	3	-8	-0.6	1	6	13*	-0.2	-2
34	COc1ccc(OC2C(=O)N(c3ccc(C)c(C)c3)C2c2ccc(OC)c(OC)c2)cc1 (configuration not stated)	-2	2	-1	-1	0.2	0	-5	0	2.2	2
35	CC1(C)NC(=O)N(CCOCCOc2ccccc2-c2ccccc2)C1=O	0	-16	-6	6	1.1	-1	12	-2	-0.1	4
36	CN(CC(=O)Nc1ccccc1C(F)(F)F)C(=O)c1ccc(N2C(=O)CCC2=O)cc1	12	-4	7	7	-1.1	2	-1	-2	1.1	1
37	O=C(NCCc1ccccc1)C1CCCN1C(=O)NCc1ccccc1 (configuration not stated)	1	-17	9	1	-1.6	-4	9	4	0.8	0
38	Nc1nc(-c2ccc3c(c2)CCCC3)cs1	2	-5	-4	-2	0.8	1	-8	-3	3.9	3
39	O=C(NCc1ccccn1)c1cccc(NS(=O)(=O)c2ccc(Br)cc2)c1	-4	3	6	-1	-1.3	3	-3	1	-0.1	-1
40	COc1ccc(NC(=O)CN2CCN(c3ccccc3)CC2)cc1	13	-2	7	-1	-1.4	-2	-3	0	-0.3	5
41	CN(CC(O)CON=C1c2ccccc2-c2ccccc21)S(=O)(=O)c1ccc(Br)cc1 (configuration not stated)	-3	2	-21	0	3.5	2	0	0	0.3	-1
42	COc1ccc(C(=O)NCC(=O)OCC(=O)NC(=O)NC2CCCCC2)cc1OC	nt	-2	7	20	-1.3	3	3	-6	0.7	-1
43	O=C(OCC(=O)N1CCCC1)c1ccc(Cl)nc1	2	0	8	-7	-2.0	1	5	3	1.6	5
44	CC[C@]12c3[nH]c4cc(-c5ccco5)ccc4c3CCN1C(=O)[C@@H](CC(=O)NCCCn1ccnc1)C[C@@H]2C(=O)N1CCN(C(=O)C2CC2)CC1	-1	-12	10	15	-2.1	-4	-3	-4	-1.9	1
45	CCOc1ccc(CCNc2nc3c(c(=O)n(C)c(=O)n3C)n2CC)cc1OCC	-5	-3	-1	-16	0.2	2	-7	5	1.8	-4
46	CCC(=O)N1CCc2cc(Br)c(S(=O)(=O)NCCN3CCCCC3CC)cc21 (configuration not stated)	-29	-7	7	-9	-1.7	-2	1	2	-2.3	0
47	COc1ccc(CNC(=O)[C@@H](C)NC(=O)C2CCN(C(=O)[C@@H](N)CCSC)CC2)cc1	2	2	7	-19	-1.4	-3	7	0	1.9	0
48	CCCCCN(C(=O)CCC(=O)OCC(=O)Nc1ccc(C)cc1F)c1c(N)n(CCCC)c(=O)[nH]c1=O	-2	-6	-2	-12	0.4	-4	-2	2	0.0	5
49	CCOC(=O)N/N=C/c1ccc(F)cc1	nt	-3	15	-11	-2.8	-8	0	3	-0.7	0
50	CC(C)CN(C(=O)COC(=O)CSc1ccccc1)c1c(N)n(Cc2ccccc2)c(=O)[nH]c1=O	-3	-6	-14	12	2.2	-3	6	0	0.8	0
51	Cc1cc(NC(=O)CSCC(=O)Nc2nc3ccc(F)cc3s2)no1	-2	1	5	-4	-1.4	-3	3	-5	2.4	-1
52	COc1ccc(/C=C2\SC(=O)N(CC(=O)NC3C=CS(=O)(=O)C3)C2=O)cc1 (configuration not stated)	-2	-6	8	12	-1.4	2	9	-1	-1.3	2

# Reprinted: compounds 48 to 52
no.	molecule	CAL PDZ FP	RTF Ca sens inh	OPRM1-OPRD1 inv	HTR5A inv ag	MOR-DOR ag	Keap1-Nrf2 PPI	cardiac RTF act	HTR5A ag ctr	C-LANA FP	V-ATPase pHluor
48	CCCCCN(C(=O)CCC(=O)OCC(=O)Nc1ccc(C)cc1F)c1c(N)n(CCCC)c(=O)[nH]c1=O	-2	-6	-2	-12	0.4	-4	-2	2	0.0	5
49	CCOC(=O)N/N=C/c1ccc(F)cc1	nt	-3	15	-11	-2.8	-8	0	3	-0.7	0
50	CC(C)CN(C(=O)COC(=O)CSc1ccccc1)c1c(N)n(Cc2ccccc2)c(=O)[nH]c1=O	-3	-6	-14	12	2.2	-3	6	0	0.8	0
51	Cc1cc(NC(=O)CSCC(=O)Nc2nc3ccc(F)cc3s2)no1	-2	1	5	-4	-1.4	-3	3	-5	2.4	-1
52	COc1ccc(/C=C2\SC(=O)N(CC(=O)NC3C=CS(=O)(=O)C3)C2=O)cc1 (configuration not stated)	-2	-6	8	12	-1.4	2	9	-1	-1.3	2

# Record cards (already shown). Values in the order: CAL PDZ FP	RTF Ca sens inh	OPRM1-OPRD1 inv	HTR5A inv ag	MOR-DOR ag	Keap1-Nrf2 PPI	cardiac RTF act	HTR5A ag ctr	C-LANA FP	V-ATPase pHluor
# Profile of CN(CC(O)CON=C1c2ccccc2-c2ccccc21)S(=O)(=O)c1ccc(Br)cc1 (configuration not stated) : -3	2	-21	0	3.5	2	0	0	0.3	-1
# Profile of O=C(NCCc1ccccc1)C1CCCN1C(=O)NCc1ccccc1 (configuration not stated) : 1	-17	9	1	-1.6	-4	9	4	0.8	0
